# Screening data deposited in PubChem by National Center for Advancing Translational Sciences (NCATS).
# USP2a block – blocks human ubiquitin-specific protease USP2a; O75604; USP2 core, Ub-CHOP2 coupled fluorogenic reporter, 485/531; Potency, µM (top dose mostly 38.3 µM), for inactives: top-dose activity change, negative = inhibition, hits mostly inhibitors; 330,000 tested, 0.01% active; AID 463254;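 note: potency is the fitted concentration of half-maximal effect; plate controls were DMSO wells for no effect and full inhibition by NEM control for full effect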
#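 Deubiquitinase activity read as fluorescence (485/531 nm) after Ub-CHOP2 cleavage activates the enterokinase reporter on its substrate; USP2 core 10nM, Ub-CHOP2 and substrate 25nM each, 30min compound preincubation then 60min RT; data normalized to NEM, curves fitted.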
# hERG WT inh – blocks the wildtype human KCNH2 potassium channel; activity change, % at 1.84 µM; U2OS, BacMam KCNH2, thallium flux FluxOr; hits give low values; AID 720551; 340,000 tested, 0.37% active;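 active = maximum activity change below -70%; inconclusive = maximum activity change between -70% and -50%; inactive = maximum activity change above -50%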; note: % is set by controls: 0 for no effect and ±100 for the full control effect
#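 U2OS cells were transduced with wild-type KCNH2 virus (2.03 x 10^8 / mL) for 4 h at room temperature, then cultured overnight at 37 C. Thallium flux was read with FluxOr dye. Rate constants were normalized to DMSO controls.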
# TRPV1 ag – activates the human vanilloid receptor TRPV1; Q8NER1; TRPV1-expressing cells, Fluo-8 calcium influx, agonist mode; activation, % at 8.33 µM; 320,000 tested, 0.19% active; in the data active = activation above about 80%; inconclusive = between about 30% and that limit; note: 0% is about no effect
#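 Fluo-8 calcium influx in TRPV1-expressing cells, kinetic read (ex 480/em 520 nm). Compound added and read 3 min for agonist activity, followed by capsaicin at EC20 final and 2 min further read for enhancement.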
# Menin-MLL TR inh – inhibitors of human menin-MLL interaction, mutant MLL peptide; Potency, µM (highest dose often 61.6 µM), inactives show top-dose FP activity change, negative = inhibition, most hits filed as inhibitors; AID 1768; Menin + Texas Red MLL mutant peptide, fluorescence polarization; 270,000 tested, 0.23% active; O00255; active = well fitted inhibition curve with a large enough effect in the polarisation, with a control signal flat, not every such curve was filed as active; inconclusive = small, poorly fitted or top-dose-only effect, or effect the other way, or a change in a side signal; inactive = no such curve, though single readings can be large or run the other way; the % refers to the polarisation; note: potency is the fitted concentration of half-maximal effect; % of control where 0% means no effect; many of its hits are not listed in these tables
# Target sequence (O00255 whole entry, looked up): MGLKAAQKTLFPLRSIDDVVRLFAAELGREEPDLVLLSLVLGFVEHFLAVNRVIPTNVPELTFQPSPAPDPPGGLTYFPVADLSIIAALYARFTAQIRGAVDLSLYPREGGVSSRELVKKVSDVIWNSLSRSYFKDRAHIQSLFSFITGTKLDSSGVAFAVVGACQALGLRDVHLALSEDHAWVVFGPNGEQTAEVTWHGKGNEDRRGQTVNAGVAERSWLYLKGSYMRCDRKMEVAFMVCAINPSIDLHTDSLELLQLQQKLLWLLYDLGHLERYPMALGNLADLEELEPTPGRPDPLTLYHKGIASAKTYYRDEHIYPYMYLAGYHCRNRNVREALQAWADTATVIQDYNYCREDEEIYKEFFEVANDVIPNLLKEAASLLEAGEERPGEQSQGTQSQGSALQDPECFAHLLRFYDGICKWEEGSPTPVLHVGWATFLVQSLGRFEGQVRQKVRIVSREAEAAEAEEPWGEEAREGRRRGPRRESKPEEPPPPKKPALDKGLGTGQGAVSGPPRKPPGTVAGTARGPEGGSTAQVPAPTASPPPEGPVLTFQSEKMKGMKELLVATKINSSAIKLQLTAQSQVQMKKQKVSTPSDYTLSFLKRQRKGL
# FBPA coupling cs – counter-screen for Giardia aldolase inhibitors: coupling enzyme system; activity change, negative = inhibition, % at 58.2 µM, hits read low; AID 2472; 290,000 tested, 0.67% active; coupling enzyme system counterscreen, AmpLite Red fluorescence; in the data active = activity change below about -30%; note: % is set by controls: 0 for no effect and ±100 for the full control effect
#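 Coupling enzymes only (glyceraldehyde-3-phosphate) + compound, at 57.5 uM final, 10 min RT; add substrate/coupling/AmpLite Red mix, 20 min RT; fluorescence ex 525/em 598 nm. Actives flag coupling-system interference.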
# GALK inh – galactokinase (human) inhibition. P51570. Purified GALK, Kinase-Glo residual ATP luminescence. Potency, µM (top dose mostly 57.5 µM), inactives show top-dose activity change, negative = inhibition, usual class: inhibitors. 270,000 tested, 0.007% active. AID 1868; note: potency is the fitted concentration of half-maximal effect; % is set by controls: 0 for no effect and ±100 for the full control effect
# Target sequence (P51570 whole entry, looked up): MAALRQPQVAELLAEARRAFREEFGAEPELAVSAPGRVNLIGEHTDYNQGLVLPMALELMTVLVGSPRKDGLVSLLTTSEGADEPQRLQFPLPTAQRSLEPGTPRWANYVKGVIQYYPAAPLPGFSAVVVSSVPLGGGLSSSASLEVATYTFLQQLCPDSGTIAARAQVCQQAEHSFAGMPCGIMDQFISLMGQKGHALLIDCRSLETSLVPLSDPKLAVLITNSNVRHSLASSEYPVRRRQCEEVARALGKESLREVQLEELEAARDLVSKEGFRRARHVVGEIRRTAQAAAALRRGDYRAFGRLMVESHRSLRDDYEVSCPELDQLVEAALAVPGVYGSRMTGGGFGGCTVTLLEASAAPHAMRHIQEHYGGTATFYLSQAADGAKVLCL
#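 Human GALK (5 nM) with 35 uM ATP and 100 uM galactose in 20 mM HEPES pH 8.0, 5 mM MgCl2, 60 mM NaCl, 1 mM DTT, 0.01% BSA. After 1 h at room temperature, leftover ATP was read by Kinase-Glo Plus luminescence.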
# PKM2 activator – activators of human pyruvate kinase M2 | 260,000 tested, 0.34% active | purified PKM2, Kinase-Glo ATP luminescence, activation; response scale: 0% is enzyme alone, no compound | P14618 | AID 1631 | Potency, µM (doses to about 57.5 µM), without a hit: at the highest dose activation, usual class: activators; note: potency is the fitted concentration of half-maximal effect; % is set by controls: 0 for no effect and ±100 for the full control effect; nearly all actives have a fitted effect of over 55% in size
#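 hPK-M2, >95% pure; 0.1 mM ADP / 0.5 mM PEP final; imidazole pH7.2 buffer w/ 7 mM MgCl2, 50 mM KCl; 1 h RT; Kinase-Glo lum. Intermediate enzyme activity for dual inhibitor/activator qHTS.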
# KCNH2 3.1 inh – inhibitors of human KCNH2 3.1 potassium channel isoform; activity change, % (tested at about 1.8 µM); 340,000 tested, 0.95% active; U2OS KCNH2 3.1, thallium flux FluxOr; hits give low values;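 active = maximum activity change below -70%; inconclusive = maximum activity change from -70% to -50%; inactive = maximum activity change above -50%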;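 note: thallium influx rate constant from kinetic fluorescence after stimulation buffer; % is set by controls: 0 for no effect and ±100 for the full control effect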
#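 Channel expression came from 3.1 mutant virus (1.77 x 10^8 /mL) applied to suspended U2OS cells for 4 h. Flux was tracked with FluxOr dye plus Red40 quencher, and kinetic rate constants normalized to controls.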
# B2AR arrestin – recruits beta-arrestin to the human beta2-adrenergic receptor; P07550; beta-arrestin recruitment to beta2AR, cell-based reporter; Potency, µM (doses to about 46.1 µM), without a hit: top-dose activation, actives largely listed as activators; 330,000 tested, 0.02% active; AID 492947;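 note: potency is the fitted concentration of half-maximal effect; 0% = DMSO controls and full agonism = EC100 isoproterenol or metaproterenol; nearly all actives have a fitted effect of over 65% in size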
# CXXC DNA block – MLL CXXC-DNA interaction inhibition | MLL-CXXC / FITC-HOXA9 DNA fluorescence polarization | Potency, µM (doses to about 115 µM), for the others: top-dose activity change, negative = inhibition, usual class: inhibitors | 290,000 tested, 0.037% active; active = well fitted inhibition curve with a large enough effect in the polarisation, with a control signal flat, not every such curve was filed as active; inconclusive = small, poorly fitted or top-dose-only effect, or effect the other way, or a change in a side signal; inactive = no such curve, though single readings can be large or run the other way; the % refers to the polarisation; note: potency is the fitted concentration of half-maximal effect
#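 Steps: dispense CXXC domain solution (7 uM) → pin compounds or unlabeled HOX-A9 DNA control → 5 min ambient → add FLSN-HOX-A9 solution (50 nM) → spin → 30 min ambient → fluorescence polarization. Tris pH 7.5/NaCl/DTT/BSA buffer.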
# Giardia killer – kills Giardia lamblia | Giardia lamblia trophozoite viability | activity change, % at 7.66 µM, hits read low | 340,000 tested, 0.15% active; in the data active = activity change below about -80%; inconclusive = between about -30% and that limit;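 note: parasites exposed to compound for two days anaerobically before the ATP read; % is set by controls: 0 for no effect and ±100 for the full control effect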
#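 Viability, read as ATP luminescence: trophozoites at 100 cells/well, compound added, 48 hrs anaerobic at 37 deg C, then 15-30 min room-temperature development before reading.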
# * marks the source's active call; other numbers are inactive results; ? = inconclusive; · = not tested or not shown; [ ] = dose if it differs, or a comment. Unless noted, calls come from the whole dose curve; as a rule, active = well fitted curve in the direction sought with a large enough effect; inconclusive = small, poorly fitted or top-dose-only effect, or another doubt; inactive = no such curve, though single readings can be large; an effect the other way counts as inactive or inconclusive. An excerpt (hit frequency here may not be typical).
SMILES,USP2a block,hERG WT inh,TRPV1 ag,Menin-MLL TR inh,FBPA coupling cs,GALK inh,PKM2 activator,KCNH2 3.1 inh,B2AR arrestin,CXXC DNA block,Giardia killer
CC(C)(C)OC(=O)N1CC=C2C(C#N)=C(N)C(C#N)(C#N)[C@H](c3cccnc3)[C@H]2C1,2%,4,1,13%,-12,0%,7%,15,-0.2%,-6%,-15
CCOc1ccc(NS(=O)(=O)c2c(C(=O)N3CCCCCC3)c(C)n(C)c2C)cc1,-2%,0,-4,2%,2,-1%,·,-41,0.2%,1%,5
CNC(=S)Nc1cc(OC)c(NC(=O)c2ccco2)cc1OC,-1%,32,1,15%,3,-3%,3%,3,0.2%,-3%,-5
Cc1ccc(CNC(=O)C2CCC(CNS(=O)(=O)c3cccc4cccnc34)CC2)cc1 (stereo not given),3%,-5,6,-19%,2,-4%,·,0,3.1%,2%,9
Cc1onc(NC(=O)CSCC(=O)O)c1Br,4%,-4,-3,·,2,-2%,0%,-15,0.2%,-9%,-3
COCCNC(=O)C(c1ccco1)N(C(=O)Cn1nnc2ccccc21)c1cc(C)ccc1C (stereo not given),1%,-7,·,-5%[11.7 µM],2,2%,0%,3,-0.5%,7%,9
COc1ccccc1CNC(=O)CNC(=O)c1ccc(Br)o1,3%,13,0,·,·,4%,0%,·,-0.2%,13%,-4
CC(Sc1nc(-c2ccccc2)cc(C(F)(F)F)n1)C(=O)N1CCOCC1 (stereo not given),4%,17,1,-17%,-3,1%,-9%,-6,-0.3%,-7%,-19
Cc1ccc(N(C)S(=O)(=O)c2ccc3c(c2)NC(=O)C(C)S3)cc1 (stereo not given),-4%,-6,11,·,·,4%,·,10,0.0%,1%,4
CCOc1ccc(C2C(C#N)=C(N)SC(N)=C2C#N)c(OCC)c1,3%,8,2,?,-37*,-4%,15%,0,-0.3%,-14%,-4
C=CCN1CCN(Cc2cnc(Cl)s2)CC1,-1%,-2,3,-1%,1,-1%,0%,6,-0.2%,4%,19
COc1ccccc1/C=C/C(=O)NNC(=O)c1cccs1,12%,25,0,13%,-4,-1%,0%,7,-1.2%,8%,-8

# Record cards, as listed above. Screens in order: USP2a block	hERG WT inh	TRPV1 ag	Menin-MLL TR inh	FBPA coupling cs	GALK inh	PKM2 activator	KCNH2 3.1 inh	B2AR arrestin	CXXC DNA block	Giardia killer
# Profile of COc1ccccc1/C=C/C(=O)NNC(=O)c1cccs1 → 12%	25	0	13%	-4	-1%	0%	7	-1.2%	8%	-8
# Profile of COCCNC(=O)C(c1ccco1)N(C(=O)Cn1nnc2ccccc21)c1cc(C)ccc1C (stereo not given) → 1%	-7	·	-5%[11.7 µM]	2	2%	0%	3	-0.5%	7%	9
# Profile of CCOc1ccc(C2C(C#N)=C(N)SC(N)=C2C#N)c(OCC)c1 → 3%	8	2	?	-37*	-4%	15%	0	-0.3%	-14%	-4
# Profile of Cc1ccc(N(C)S(=O)(=O)c2ccc3c(c2)NC(=O)C(C)S3)cc1 (stereo not given) → -4%	-6	11	·	·	4%	·	10	0.0%	1%	4

# (more compounds)
SMILES,USP2a block,hERG WT inh,TRPV1 ag,Menin-MLL TR inh,FBPA coupling cs,GALK inh,PKM2 activator,KCNH2 3.1 inh,B2AR arrestin,CXXC DNA block,Giardia killer
CCOC(=O)COn1c(-c2cccc(Cl)c2)nc2ccc([N+](=O)[O-])cc21,-3%,-18,3,28%,-11,-1%,-1%,-29,0.1%,-11%,3
O=C(NCCc1nc2ccccc2[nH]1)C1CCC(=O)N(CCc2cccc(F)c2)C1 (stereo not given),2%,-2,3,3%,4,1%,0%,5,-0.9%,?,10
O=C(NNC(=O)C(c1ccccc1)c1ccccc1)c1cccs1,1%,-3,1,-20%,-1,-1%,-18%,-8,-0.2%,12%,28
CC(Sc1ncn[nH]1)C(=O)c1c(N)n(C)c(=O)n(C)c1=O (stereo not given),0%,23,0,·,·,·,·,1,-0.7%,·,1
CC1CCCC(C)N1CCCNC(=O)c1cc2c(s1)-c1ccccc1OC2 (stereo not given),-1%,73,2,-19%,1,0%,·,-10,-0.5%,10%,-8
CCN(CC)CCCN1C=C2C(=O)C(C)(OC(=O)CCC(=O)OC)C(=O)C=C2C=C1C1CC1 (stereo not given),·,-17,·,4%[11.7 µM],-39*,·,-8%[11.5 µM],-8,·,·,4
COC(=O)[C@H](Cc1ccccc1)NC(=O)[C@@H]1C[C@H]1[C@@H](NC(=O)OCc1ccccc1)c1ccccc1,-8%,-31,-1,-8%,3,·,-2%,-95*,-3.9%,-5%,-11
COCCOC(=O)C1=C(C)N(Cc2ccccc2)C(=O)NC1c1cccc(OC)c1OC (stereo not given),-1%,-16,0,-1%,1,-4%,9%,1,-0.3%,-6%,5
O=C(CNc1ccccc1)NNC1=NCCC1,0%,-7,-3,-1%,0,-2%,-2%,28,0.0%,1%,24
CC(NC(=O)C12CC3CC(C1)CC(n1cncn1)(C3)C2)C12CC3CC(CC(C3)C1)C2 (stereo not given),1%,14,-1,?,1,-4%,1%,-12,-0.9%,-7%,-22
COCC(C)n1c(SCC(=O)NC(=O)NCc2ccccc2)nc2ccccc2c1=O (stereo not given),-1%,4,·,·,·,·,·,-9,-0.5%,·,-20
COCCNC(=O)CN(C(=O)CCC(=O)Nc1nccs1)c1ccc2c(c1)OCO2,-1%,-4,-1,7%,-1,-1%,-4%,7,0.4%,1%,-5
COc1ccc(CC(=O)OC(C)C(=O)Nc2ccc(Cl)cn2)cc1 (stereo not given),2%,7,-3,·,·,·,·,3,0.5%,·,-5
COC(=O)c1cc(OC)c(OC)cc1NC(=O)c1c(-c2ccccc2)noc1C,-1%,16,-2,0%,2,1%,-1%,-5,-1.0%,6%,?
Cc1ccc(NC2CCCN(C(=O)c3ccccn3)C2)cc1C (stereo not given),2%,-10,4,·,·,-3%,·,9,4.8%,11%,28
Cc1cccc(NC(=O)CCc2nnc3ccc(NCc4ccco4)nn23)n1,-1%,8,0,·,·,4%,·,-18,0.1%,7%,-11
O=C(/C=C/c1ccc(OCCCF)cc1)Nc1ccnc(-c2ccncc2)n1,-2%,-21,?,28%,0,-2%,-2%,-5,0.1%,-4%,19
CCOC(=O)c1cnc2c(C(=O)OCC)cnn2c1N,0%,4,-5,·,4,8%,-7%,9,-1.0%,-4%,-11
Cc1csc2nc(CN3CCN(CC(=O)N(C)C)CC3)cc(=O)n12,1%,-3,4,2%,-2,0%,3%,4,0.1%,-2%,-10
CC1(C)Cc2ccccc2C(c2cc3ccccc3oc2=O)=N1,2%,-1,14,-12%,0,-4%,-5%,0,-0.9%,0%,27
CCOc1ccc(N=CC2=C(O)CC(c3ccco3)CC2=O)cc1 (stereo not given),4%,4,-5,3%,0,0%,-1%,13,0.0%,1%,-3
COC(=O)C1C(c2ccc(Br)cc2)Nc2nnc(C(F)(F)F)n2C1(C)O (stereo not given),1%,2,-3,-4%,-2,2%,-12%,-20,0.2%,-3%,0
CCNc1nc(NC(C)C)nc(OCC)n1,1%,3,2,7%,3,5%,-5%,0,0.4%,2%,0

# Among those listed so far, four contain fluorine:
SMILES,USP2a block,hERG WT inh,TRPV1 ag,Menin-MLL TR inh,FBPA coupling cs,GALK inh,PKM2 activator,KCNH2 3.1 inh,B2AR arrestin,CXXC DNA block,Giardia killer
CC(Sc1nc(-c2ccccc2)cc(C(F)(F)F)n1)C(=O)N1CCOCC1 (stereo not given),4%,17,1,-17%,-3,1%,-9%,-6,-0.3%,-7%,-19
O=C(NCCc1nc2ccccc2[nH]1)C1CCC(=O)N(CCc2cccc(F)c2)C1 (stereo not given),2%,-2,3,3%,4,1%,0%,5,-0.9%,?,10
O=C(/C=C/c1ccc(OCCCF)cc1)Nc1ccnc(-c2ccncc2)n1,-2%,-21,?,28%,0,-2%,-2%,-5,0.1%,-4%,19
COC(=O)C1C(c2ccc(Br)cc2)Nc2nnc(C(F)(F)F)n2C1(C)O (stereo not given),1%,2,-3,-4%,-2,2%,-12%,-20,0.2%,-3%,0
